Screening results as filed in PubChem.
pCIP destab: compounds decreasing mouse p/CIP protein stability; F442A p/CIP-EGFP cells, EGFP fluorescence, 16 h; decrease of EGFP signal, % at 10 µM; actives 0.01% (n = 290,000); Q05BA5;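 active = EGFP signal decrease of at least 30% at 10 µM or well 3 SD below plate mean, unless failing retest; inactive = the rest, including hits failing retest or dose response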; note: some compounds called inactive have numbers as strong as hits; many of its hits are not listed in these tables
IMP-1 inhibitor: blocks Pseudomonas aeruginosa IMP-1 metallo-beta-lactamase; purified IMP-1, nitrocefin hydrolysis, epi-absorbance fluorescence; inhibition, % at 5.6 µM; actives 0.45% (n = 290,000); AID 1556;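 active = inhibition above the mean plus 3 SD of all compounds in the same screening run, cut at about 4.5% in these data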;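 note: 0% = IMP-1 with DMSO and 100% = DMSO wells lacking enzyme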
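assay system = purified recombinant IMP-1 metallo-beta-lactamase enzyme | schedule = 15 min preincubation plus 25 min reaction at 25 °C | signal = Epi-absorbance fluorescence, 480 nm excitation, 530 nm emission | read-out basis = percent inhibition from optical density relative to buffer-blank wells | controls = IMP-1 with DMSO as 0%, enzyme-free DMSO as 100%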
FID counter: counter-screen for HCV NS3 helicase inhibitors: DNA intercalator displacement | actives 0.17% (n = 290,000) | inhibition, % at 7.9 µM | DNA fluorescent intercalator displacement, fluorescence; in the data active = inhibition above about 37%;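 note: 0% = vehicle and 100% = reference compound; higher means more ethidium bromide displaced from hairpin DNA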
VIM-2 inh: blocks Pseudomonas aeruginosa VIM-2 metallo-beta-lactamase; purified VIM-2, nitrocefin hydrolysis, epi-absorbance fluorescence; AID 1527; actives 0.89% (n = 290,000); inhibition, % at 5.6 µM;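 active = inhibition above the mean of all tested compounds plus 3 SD, cutoff set per screening run, cut at about 7.5% in these data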;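 note: red hydrolysis product quenches plate fluorescence so inhibitors raise well fluorescence; 0% = enzyme with DMSO and 100% = DMSO without enzyme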
NS3 helicase inh: inhibitors of Hepatitis C virus NS3 helicase | NS3 helicase DNA unwinding, Cy5 molecular beacon fluorescence | inhibition, % at 10.9 µM | actives 0.56% (n = 290,000) | AID 1800;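 active = inhibition above the mean of all tested compounds plus 3 SD, set per campaign, cut at about 35% in these data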;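 note: 0% = DMSO wells and 100% = thioflavine S control wells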
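System: HCV NS3 helicase fragment; control set: DMSO and thioflavine S; technique: Cy5 fluorescence at 0 and 60 min, beacon hairpin quenching; reagent: beacon DNA duplex substrate plus ATP; replicates: singlicate; schedule: 1 h reaction at 25 °C, ATP-initiated; medium: MOPS buffer pH 6.5 with MgCl2, DTT, Tween20, BSA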
IDE cell activ: IDE (human) activation, cell-based; HEK cells, FAbeta-B cleavage, fluorescence polarization; 0% vehicle, 100% cell-free pure enzyme wells; activation, % at 5.96 µM; AID 493087; P14735; actives 0.073% (n = 340,000);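 active = activation above the mean of all tested compounds plus 3 SD, set per screening campaign, cut at about 17% in these data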
UBC9 SUMO inh: inhibitors of human SUMOylation (UBC9); HTRF SUMOylation assay, SAE1/SAE2 + UBC9, in vitro; inhibition, % at 35 µM; actives 0.36% (n = 290,000); AID 2006; in the data active = inhibition above about 50%, passing the limit was not always enough; note: strong numbers were not always called active
Target sequence (P63279 whole entry, looked up): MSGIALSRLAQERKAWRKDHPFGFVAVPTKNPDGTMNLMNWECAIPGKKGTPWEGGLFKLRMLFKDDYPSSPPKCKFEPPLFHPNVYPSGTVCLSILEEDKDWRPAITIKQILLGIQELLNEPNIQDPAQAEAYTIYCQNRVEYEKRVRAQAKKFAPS
PHOSPHO1 inh: PHOSPHO1 (human) inhibition; inhibition, % at 13.3 µM; recombinant PHOSPHO1, absorbance phosphatase assay; actives 1.1% (n = 290,000); AID 1565; Q8TCT1; in the data active = inhibition above about 60%
Target sequence (Q8TCT1 whole entry, looked up): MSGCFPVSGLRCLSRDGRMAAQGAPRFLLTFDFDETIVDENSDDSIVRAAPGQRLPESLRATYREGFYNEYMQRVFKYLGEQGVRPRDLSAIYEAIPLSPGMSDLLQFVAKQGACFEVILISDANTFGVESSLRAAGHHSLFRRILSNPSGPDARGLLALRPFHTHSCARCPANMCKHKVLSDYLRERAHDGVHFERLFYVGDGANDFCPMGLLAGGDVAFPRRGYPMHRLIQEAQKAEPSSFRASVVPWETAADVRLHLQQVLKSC
MEKK3 PB1 HTS: raises or lowers MEK5 binding to the human MEKK3 PB1 domain | Q99759 | bead-based flow cytometry, Alexa488-MEK5 binding to MEKK3; actives lie on both sides; 0 = blocked by unlabeled MEK5, 100 = vehicle | binding response (% of control), % at 10 µM | actives 1.4% (n = 290,000);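 active = binding response more than 3 SD above or below the average of its plate-row segment, actives on both sides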;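 note: Alexa488 bead fluorescence after subtracting the streptavidin-only scavenger bead signal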
Target sequence (Q99759 whole entry, looked up, the tested form may be a part): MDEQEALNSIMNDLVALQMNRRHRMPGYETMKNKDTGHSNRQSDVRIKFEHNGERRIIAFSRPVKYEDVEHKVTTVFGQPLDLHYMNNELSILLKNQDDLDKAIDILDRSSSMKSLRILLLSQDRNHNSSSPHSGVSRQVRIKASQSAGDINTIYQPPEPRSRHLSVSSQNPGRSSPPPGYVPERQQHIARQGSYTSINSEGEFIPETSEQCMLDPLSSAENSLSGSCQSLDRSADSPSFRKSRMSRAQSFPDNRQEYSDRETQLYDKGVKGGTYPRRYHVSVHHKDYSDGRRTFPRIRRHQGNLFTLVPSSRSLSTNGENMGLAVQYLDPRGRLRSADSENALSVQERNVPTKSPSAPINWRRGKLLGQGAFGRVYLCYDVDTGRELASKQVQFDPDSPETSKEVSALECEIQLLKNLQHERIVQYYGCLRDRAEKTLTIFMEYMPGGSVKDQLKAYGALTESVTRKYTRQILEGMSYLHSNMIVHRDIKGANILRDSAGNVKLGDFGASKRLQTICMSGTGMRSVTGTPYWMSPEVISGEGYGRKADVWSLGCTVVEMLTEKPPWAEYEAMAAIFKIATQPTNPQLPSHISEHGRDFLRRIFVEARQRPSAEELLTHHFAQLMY
An asterisk follows results filed as active; nt = not tested or not shown. Only part of the results is shown; count on the stated rates, not on these rows.

SMILES	IDE cell activ	FID counter	IMP-1 inhibitor	MEKK3 PB1 HTS	pCIP destab	UBC9 SUMO inh	VIM-2 inh	PHOSPHO1 inh	NS3 helicase inh
COc1ccc(S(=O)(=O)N2CCC(NC(=O)c3cccc(F)c3)CC2)cc1	1	-16	-1.7	102	-2	-7	-1.7	8	-5
O=C(O)C1CC(=O)N(CCc2c[nH]c3ccccc23)C1 (configuration not stated)	-3	7	-0.7	101	5	5	-2.7	-4	-7
Cc1ccc(-c2cc(Cc3ccc(N(C)C)cc3)c(=O)[nH]n2)cc1	nt	-27	-2.7	109	-7	12	-3.2	32	-5
Cc1ccc2nc(N=C(N)N)nc(C)c2c1	9	8	-0.9	82	2	11	11*	16	3
O=C(NCc1nnc2c(C(F)(F)F)cc(Cl)cn12)C1CCCC1	-1	-11	-2.4	101	-14	14	0.6	14	-6
CC[N+](C)(CC)CC(O)COCC1COc2ccccc2O1 (configuration not stated)	0	2	-3.1	98	-5	-8	-1.3	6	3
O=C1CC(c2ccc(F)cc2)CC(O)=C1C1NCCc2ccccc21 (configuration not stated)	3	2	-2.3	102	2	2	-8.4	30	10
Cc1cc(S(=O)(=O)N2CCCc3ccccc32)ccc1-n1cnnn1	-1	-20	-0.8	106	-1	8	-0.4	49	-13
Cc1ccc(/C=N/NC(=O)C(C)NC(=O)c2ccccc2)cc1 (configuration not stated)	2	-5	-2.5	91	-6	7	0.0	-10	-13
COCCOCCn1c(CCCO)nc2ccccc21	5	-2	-6.2	102	-16	1	-0.7	14	-2
COc1ccc(OCC(=O)NCCc2ccc(S(N)(=O)=O)cc2)cc1	4	1	1.4	100	5	9	-4.4	2	-2
CCOC(=O)c1ccc(N2N=C(C)/C(=C/C=C/c3ccco3)C2=O)cc1	2	-6	-2.5	77	8	30	-0.4	-3	14
CC(=O)Nc1ccc(Cc2ccc3[nH]c(=O)cc(C)c3c2)cc1	nt	-14	-0.7	85	1	17	2.8	20	16
CC(C)Cc1nc2oc3c(NCc4cccnc4)ncnc3c2c2c1CCC2	3	-8	-4.3	100	-2	12	-1.7	26	-5
CC(C)C(=O)NC(=S)Nc1sc2c(c1C(N)=O)CCCC2	-1	-7	-4.1	90	-4	14	-1.3	-5	-5
CCc1nc(Nc2ccc(OC)cc2OC)c2oc3ccccc3c2n1	3	-25	-3.3	97	1	-13	-1.9	nt	-4
CC(C)CCn1c(N2CCc3ccccc3C2)nc2c1c(=O)[nH]c(=O)n2C	4	-1	-1.4	104	-15	11	1.7	-2	7
CC1CCN(CCCOc2ccc(Br)cc2Cl)CC1	6	17	1.6	108	2	4	-2.8	-8	-12
O=[N+]([O-])c1cccc(CSc2nnc3ccccn23)c1	-1	0	-1.4	104	-3	10	-1.0	5	-14
S=c1[nH]nc(Cn2cnc3ccccc32)n1-c1ccccc1Cl	-5	-6	0.2	92	-3	10	2.5	44	-1
CN(C(=O)CC1C(=O)NCCN1Cc1c(F)cccc1Cl)C1CCOCC1 (configuration not stated)	2	1	-3.3	101	-1	3	-4.2	14	-3
CC(NC(=O)c1cc(=O)[nH]c2ccccc12)c1ccc(F)cc1F (configuration not stated)	7	-4	-0.6	101	1	13	-3.2	23	7
O=C(CNS(=O)(=O)c1ccc(Br)s1)Nc1ccc2c(c1)OCCO2	-5	-6	-4.5	104	-9	-22	-3.0	18	-2
Cc1c(Cl)cccc1NC(=S)NC(=O)CCN1C(=O)c2ccccc2C1=O	0	2	0.6	94	1	17	2.0	-2	-5
O=c1cc(Nc2cccc(Br)c2)[nH]c(=O)[nH]1	nt	-1	-2.3	117	0	25	-3.5	57	-1

Brought forward from above: four compounds, followed by the next part.
SMILES	IDE cell activ	FID counter	IMP-1 inhibitor	MEKK3 PB1 HTS	pCIP destab	UBC9 SUMO inh	VIM-2 inh	PHOSPHO1 inh	NS3 helicase inh
CC(NC(=O)c1cc(=O)[nH]c2ccccc12)c1ccc(F)cc1F (configuration not stated)	7	-4	-0.6	101	1	13	-3.2	23	7
O=C(CNS(=O)(=O)c1ccc(Br)s1)Nc1ccc2c(c1)OCCO2	-5	-6	-4.5	104	-9	-22	-3.0	18	-2
Cc1c(Cl)cccc1NC(=S)NC(=O)CCN1C(=O)c2ccccc2C1=O	0	2	0.6	94	1	17	2.0	-2	-5
O=c1cc(Nc2cccc(Br)c2)[nH]c(=O)[nH]1	nt	-1	-2.3	117	0	25	-3.5	57	-1
COc1ccc(N2C(=O)CC(Cc3ccccc3OC)C2=O)cc1 (configuration not stated)	0	-14	0.0	99	-7	6	-1.8	39	10
Cc1nc2ccccc2n1CC(O)COc1ccccc1Cl (configuration not stated)	5	-17	-3.8	96	-8	6	-0.3	16	-9
CC(C)(C)C(=O)CN1C(=O)NC2(CCc3ccccc32)C1=O (configuration not stated)	2	-7	-3.7	102	-7	5	-4.3	32	-7
O=C(Nc1ccc(N2C(=O)C3C4C=CC(C4)C3C2=O)cc1)Nc1nncs1 (configuration not stated)	2	nt	nt	104	0	43	nt	6	nt
Cc1ccc(F)cc1NC(=O)N1CCNC(=O)C1CC(=O)Nc1cc(Cl)ccc1Cl (configuration not stated)	-2	-15	-2.1	107	-11	0	-1.6	38	-10
O=C(NCCc1ccccc1)C1CCCN(S(=O)(=O)c2cccs2)C1 (configuration not stated)	0	-10	-0.8	100	-13	-2	-0.5	22	-1
Cc1ccc(C(=O)NCCc2ccc(S(N)(=O)=O)cc2)cc1[N+](=O)[O-]	-1	-11	-4.1	104	14	13	-3.0	-7	7
CCc1ccccc1N1CC(C(=O)O)CC1=O (configuration not stated)	-1	0	-4.8	106	3	4	-1.4	20	-5
O=C(O)c1cc([N+](=O)[O-])c(Nc2cccc3ccccc23)c([N+](=O)[O-])c1	2	-16	-3.3	97	6	8	-1.4	40	-10
CC1CCC2C(=O)N(c3cccc(OS(=O)(=O)c4ccccc4)c3)C(=O)C2C1 (configuration not stated)	4	-27	-1.7	107	0	-6	-1.3	5	-6
COc1cccc(/C=C2\N=C(C3CCCCC3)OC2=O)c1OC	4	-8	-2.8	101	-3	11	0.2	-13	19
CCCc1cc(C(=O)NCc2ccc(OC)cc2)no1	-1	-3	-4.4	103	-12	9	-0.8	4	-5
Cc1ccc(-n2c(=O)c(C#N)cc3c(=O)n4cccc(C)c4nc32)cc1	4	0	-2.4	101	-6	15	-5.7	19	0
O=C(NNS(=O)(=O)c1ccc(F)cc1)c1ccccc1	3	-2	0.3	108	-11	12	-2.0	54	3
CCN(CC)S(=O)(=O)c1ccc(N2CCN(c3ccccc3O)CC2)nc1	-3	-36	-2.0	102	-6	18	-1.7	40	-15
Cn1c(=O)c2c(-c3ccc(C(C)(C)C)cc3)n(N3CCOCC3)cc2n(C)c1=O	3	-16	-1.6	100	-14	16	-3.6	10	13
CCOc1ccc(-n2nc(C(=O)N3CCN(CC)CC3)c3ccccc3c2=O)cc1	-3	4	-1.0	86	9	12	1.1	5	10
COc1cc2c(cc1O)[C@@H]1Cc3cc(O)c(OC)cc3[C@H](C2)N1C	-3	nt	nt	93	-16	6	nt	35	nt
CCOC(=O)c1c(C)[nH]c(C(=O)COC(=O)CNC(=O)c2ccc(Cl)cc2Cl)c1C	-1	-4	-3.2	103	3	-12	-0.1	1	-1
Nc1ccc2oc(-c3cccc4ccccc34)nc2c1	3	-3	-1.0	94	-4	33	0.7	-7	-4
COc1cccc2[nH]c3c(N4CCN(Cc5ccc6c(c5)OCO6)CC4)ncnc3c12	nt	-1	-1.9	nt	5	18	-0.7	19	8
O=C(NCc1nnc(SCC(=O)N2CCCC2)o1)c1ccccc1F	-3	0	-1.9	103	-16	-5	-3.6	12	2
Cc1ccc(N2CC(C(=O)Nc3nc4ccc(S(C)(=O)=O)cc4s3)CC2=O)cc1C (configuration not stated)	3	-23	-2.4	99	7	2	-2.0	35	-10
Cc1nc2c(-c3ccccc3)c[nH]n2c(=O)c1Cc1ccccc1	-4	-13	-3.1	111	15	3	-4.2	9	-12
CCC(=O)N1CCC2(CC1)Oc1ccc(F)cc1C(=O)C21CC(c2cccnc2)=NO1 (configuration not stated)	2	nt	nt	110	2	2	nt	4	nt

(list continues)
SMILES	IDE cell activ	FID counter	IMP-1 inhibitor	MEKK3 PB1 HTS	pCIP destab	UBC9 SUMO inh	VIM-2 inh	PHOSPHO1 inh	NS3 helicase inh
CC1(C)CC(=O)c2sc(NS(=O)(=O)c3ccccc3)nc2C1	7	-6	-2.6	101	3	2	0.5	6	4
Clc1ccc(SCc2cc(N3CCOCC3)nc(-c3ccccn3)n2)cc1	4	-24	-4.5	59	-1	-24	1.3	43	-24
COC(=O)c1cn(C(=O)c2ccc(F)cc2)c2ccccc12	0	-1	-1.3	107	-12	7	-0.9	nt	-5
Cc1c(CC(=O)N[C@@H](C)C(=O)O)c(=O)oc2cc3occ(-c4ccccc4)c3cc12	-2	-18	-1.0	97	13	3	-0.7	16	30
CCc1ccccc1NC(=O)/C(C#N)=C/c1ccc(Sc2ccccc2)o1	0	-3	-6.2	98	-12	-3	-0.8	8	3
CC1(C(=O)NCCN2CCOCC2)C=CC2(CCCCC2)N1C(=O)c1ccccc1 (configuration not stated)	4	-3	-1.6	98	0	-5	-0.9	26	-1
O=C(CSc1ccc2nnc(-c3cccnc3)n2n1)N1CCOCC1	3	2	0.5	108	-12	-1	-0.5	0	-3
COc1cccc(NC(=O)C23CCC(C)(C(=O)O2)C3(C)C)c1 (configuration not stated)	7	-7	-2.8	98	-4	9	-4.5	26	3
O=[N+]([O-])c1ccc(N2CCOCC2)cc1N1CCCCC1	-2	-5	-2.0	105	21	-5	-0.4	40	4
Cc1cccc(C)c1NC(=O)CC1SC2=NCCN2C1=O (configuration not stated)	1	-2	-2.6	103	1	3	-3.9	1	1
COc1ccc(CN2CCN(Cc3c[nH]c4ccccc34)CC2)cc1	-4	15	-1.2	106	-8	25	-1.3	37	-7
Cc1ccc(-c2csc(/C(C#N)=C(\O)CCl)n2)cc1	-2	-9	-3.0	105	10	-11	-2.9	1	1
CC(C)Oc1ccc(/C=C(/NC(=O)c2ccccc2)C(=O)NC(Cc2ccccc2)C(=O)O)cc1 (configuration not stated)	5	-21	-1.6	96	-9	6	-0.7	22	12
COc1ccc(NC(=O)C2CCN(S(=O)(=O)c3ccc4c(c3)CC(C)N4C(C)=O)CC2)c(OC)c1 (configuration not stated)	3	-42	-2.7	98	-5	11	-2.0	15	0
COc1cccc(NC(=O)C(c2ccccc2)N2CCNC(=O)C2)c1 (configuration not stated)	6	-4	-2.6	98	1	-7	-2.1	28	-6
COC(=O)c1cccc(NC(=O)C2COc3ccccc3O2)c1C (configuration not stated)	5	nt	nt	105	-7	-10	nt	-8	nt
